Source: PubChem BioAssay (several laboratories)
SMARCA2 act: SMARCA2 (BRM) function activators, primary screen, cell-based, luminescence, high throughput; 1% of 370,000 active; MG213 cells, MMTV-luciferase reporter, dexamethasone, overnight; activation, % at 9.1 µM; in the data active = activation above about 7.8%;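 note: 0% = vehicle wells and 100% = reference activator wells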
Rev-erbA mod: modulators of Rev-erb alpha DNA binding, primary screen, biochemical, FITC-DNA, fluorescence polarization, uHTS; Rev-erbα–FITC-DNA binding, 90 min; activity, % at 10 µM; 0.79% of 370,000 active;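 active = activity above about 14%, limit read from the data; passing the limit was not always enough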;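 note: 0% = DMSO wells with 35 nM protein and 100% = DMSO wells with 750 nM protein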
Target sequence (P20393 whole entry, looked up): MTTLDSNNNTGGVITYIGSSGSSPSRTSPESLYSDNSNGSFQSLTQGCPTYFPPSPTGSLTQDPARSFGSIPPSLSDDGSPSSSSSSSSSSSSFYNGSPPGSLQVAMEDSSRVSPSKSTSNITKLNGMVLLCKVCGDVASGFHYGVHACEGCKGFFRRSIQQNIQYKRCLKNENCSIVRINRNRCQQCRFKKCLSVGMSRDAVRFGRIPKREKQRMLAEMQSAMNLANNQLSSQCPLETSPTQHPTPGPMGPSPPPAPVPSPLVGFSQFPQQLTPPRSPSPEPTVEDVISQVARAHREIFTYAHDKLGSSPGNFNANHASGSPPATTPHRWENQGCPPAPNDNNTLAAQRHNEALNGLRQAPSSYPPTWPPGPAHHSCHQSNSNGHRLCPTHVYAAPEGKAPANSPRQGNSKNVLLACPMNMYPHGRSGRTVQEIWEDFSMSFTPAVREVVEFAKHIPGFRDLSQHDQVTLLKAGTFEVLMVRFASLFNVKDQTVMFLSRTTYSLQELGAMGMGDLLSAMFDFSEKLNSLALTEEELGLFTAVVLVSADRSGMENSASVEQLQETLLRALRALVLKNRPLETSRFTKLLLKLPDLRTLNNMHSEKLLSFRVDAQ
PG9 binder: binders of HIV-1 gp120 antibody PG9, primary screen, biochemical, TR-FRET | inhibition, % at 6.7 µM | HIV-1 gp120 / PG9 antibody interaction | AID 624416, 2012 | 0.43% of 360,000 active | TR-FRET gp120-PG9 antibody binding; in the data active = inhibition above about 8.5%
ASAP1 inh: inhibitors of human ASAP1 ArfGAP activity, primary screen, biochemical, fluorescence polarization. ASAP1-stimulated ARF1 GTP hydrolysis, GDP FP detection. inhibition, % at 16.5 µM. 0.19% of 360,000 active; in the data active = inhibition above about 25%;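 note: 0% = vehicle with enzyme and substrate and 100% = no enzyme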
HTRA1 inh: HTRA1 serine protease inhibitors, primary screen, biochemical, fluorescence polarization, HTS; Q92743; recombinant HTRA1, FP-rhodamine activity-based probe; inhibition, % at 5.96 µM; 0.5% of 340,000 active; AID 504803, 2011; in the data active = inhibition above about 36%;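 note: 0% = enzyme with DMSO and 100% = wells lacking enzyme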
mABHD4 FP: ABHD4 inhibitors, primary screen, biochemical, fluorescence polarization, mouse; inhibition, % at 8.92 µM; 0.54% of 370,000 active; purified mABHD4, FP-Rh probe fluorescence polarization; AID 720543, 2013;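 active = inhibition exceeding the mean over every tested compound plus 3 SD, cut at about 30% in these data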;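 note: 0% = plate median of compound wells and 100% = S159A mutant with DMSO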
Target sequence (Q8VD66 whole entry, looked up): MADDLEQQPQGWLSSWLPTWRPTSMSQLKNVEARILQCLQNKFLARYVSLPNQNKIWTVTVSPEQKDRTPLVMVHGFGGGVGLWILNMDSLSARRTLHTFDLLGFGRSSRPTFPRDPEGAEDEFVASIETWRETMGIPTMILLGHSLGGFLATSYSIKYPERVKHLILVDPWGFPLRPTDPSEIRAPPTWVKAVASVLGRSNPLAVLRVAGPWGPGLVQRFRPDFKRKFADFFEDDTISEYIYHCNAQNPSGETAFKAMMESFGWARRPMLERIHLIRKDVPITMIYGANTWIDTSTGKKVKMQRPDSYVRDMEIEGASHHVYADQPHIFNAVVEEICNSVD
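Assay system: mouse ABHD4 enzyme, wild type / Also added: fluorescent activity-based probe FP-Rh / Doses: single nominal dose of 8.92 µM, 0.89% DMSO final / Timing: 45 min compound pre-incubation plus 60 min probe step, 25 °C / Signal: FP readout, ex 525 nm / em 598 nm / Control set: S159A mutant/DMSO as 100%, compound-well median as 0%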
rCAG RNA binder: binders of r(CAG) RNA repeats, primary screen, biochemical, fluorescence; r(CAG) RNA repeat, TO-PRO-1 dye displacement fluorescence; inhibition, % at 3 µM; 1.3% of 370,000 active; AID 651821, 2012;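 active = inhibition above the plate cutoff, the mean of all test compounds on that plate plus 3 SD, cut at about 35% in these data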;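 note: 0% = DMSO alone and 100% = 100 µM mitoxantrone as full dye displacement; higher means more dye released from RNA so lower well fluorescence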
GC-B act: human GC-B receptor activators, primary screen, HEK293 GC-B cells, cGMP TR-FRET, EC30 CNP | 0% at EC30 CNP, 100% saturating CNP | activation, % at 10 µM | 0.11% of 370,000 active;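 active = activation at 10 µM reaching about 35% in either raw or pattern-adjusted values, limit read from the data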
ARFGAP1 inh: inhibitors of rat ARFGAP1 GAP activity, primary screen, biochemical, fluorescence polarization, GDP tracer | AID 651572, 2012 | inhibition, % at 16.5 µM | 0.26% of 360,000 active | ADP-ribosylation factor GTPase-activating protein 1 (Rattus norvegicus), Q62848 | Arfgap1-stimulated ARF1 GTP hydrolysis, GDP FP detection;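 active = inhibition above a per-plate limit, mean inhibition of low control wells plus 3 SD, cut at about 25% in these data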;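 note: 0% = DMSO wells with enzyme and 100% = wells lacking Arfgap1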
Target sequence (Q62848 1-136 limits assumed): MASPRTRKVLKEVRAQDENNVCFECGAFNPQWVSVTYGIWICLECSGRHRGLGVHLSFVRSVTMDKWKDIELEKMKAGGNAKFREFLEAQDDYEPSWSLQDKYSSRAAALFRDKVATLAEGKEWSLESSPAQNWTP
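System: truncated rat Arfgap1 GAP domain / Medium: HEPES-based buffer, pH 7.5 / Also added: N-terminally truncated human ARF1-GTP substrate / Incubation: enzyme reaction 120 min at 25 °C after 20 min preincubation / Measured by: FP of antibody-bound GDP Alexa 633 tracer, ex 620/em 688 nm / Replicates: singlicate, each compound tested once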
NPR1 activator: GC-A stimulated cGMP production enhancers – HEK293 GC-A cells, cGMP TR-FRET, EC30 ANP, primary screen; 0% at EC30 ANP, 100% saturating ANP; Atrial natriuretic peptide receptor 1 (Homo sapiens), P16066; AID 1671463, 2021; activation, % at 10 µM; 0.14% of 370,000 active; in the data active = activation above about 40%
* hit, by the source's call; . = no result given.

SMILES	SMARCA2 act	Rev-erbA mod	PG9 binder	ASAP1 inh	HTRA1 inh	mABHD4 FP	rCAG RNA binder	GC-B act	ARFGAP1 inh	NPR1 activator
CCOC(=O)N1CCN(C(=O)C2CCCCC2)CC1	-4	-1	0.1	-14	-4	4	-1	0	-9	3
COc1ccc(OCCN2CCN(C(=O)c3ccc(OC(F)F)c(OC)c3)CC2)cc1	-2	-5	-2.2	4	-5	6	-3	4	0	-1
CCC(C)Nc1nc(-c2ccccn2)nc2ccccc12 (stereo unspecified)	-3	-3	2.7	2	3	-1	-1	12	12	10
COC(=O)C1=C(N)OC2=C(C(=O)CC(C)(C)C2)C1c1cc2c(cc1Cl)OCO2 (stereo unspecified)	-2	1	-0.6	-5	-6	8	4	-21	-7	-35
CN1C(=O)/C(=C/c2ccccc2OCc2ccccc2F)NC1=S	2	-2	-3.4	1	-4	5	3	3	2	6
COc1ccc(CN(C)C(=O)Cn2cnc3c(NCc4ccccc4)ncnc32)cc1OC	-5	5	3.4	-2	7	7	1	1	16	4
C/C(=N\NC(=O)Cc1c(F)cccc1Cl)c1cccnc1	-1	-1	0.1	6	0	-10	-1	3	-1	1
Cc1ccc(NC(=O)C(c2ccccc2)c2ccccc2)c(O)c1	-2	-2	-1.3	10	-45	-26	10	-3	7	4
CC(=O)Nc1ccc(-c2nc3ccccc3o2)cc1	4	-1	-1.4	18	6	4	-2	-3	-9	3
COc1cccc(NC(=O)CSc2c3c(nc4ccccc24)CCCC3)c1	2	9	-1.1	2	-22	0	3	-7	-2	-11
Cn1cnnc1SCC(=O)Nc1ccccc1C(=O)NC1CCCC1	0	2	-1.4	9	-1	4	0	1	3	2
CCS(=O)(=O)c1ccc2oc(Nc3cccc(OC)c3)nc2c1	7	7	-2.0	-1	-14	-2	5	8	-8	3
CC(=O)c1cccc(CN2CCCC(C(=O)c3ccc4c(c3)OCO4)C2)c1 (stereo unspecified)	1	-4	-1.7	7	3	0	-6	-1	3	-1
CCCCNC(=O)O[C@@H]1C[C@H]2CCCC(=O)N3CC[C@@H](C1)[C@@H]23	0	-1	-0.5	2	-1	0	-2	3	6	1
Fc1ccc(Nc2c3c(nc4ccccc24)CCC3)cc1	-3	0	-0.8	2	-1	2	1	-5	-4	-6
COCCCNC(=O)C[C@H]1C[C@@]2(C(=O)OC)C(=C[C@H](COCc3ccccc3)O[C@@H]2C)N(Cc2cccc3ccccc23)C1=O	-4	-2	.	.	.	-6	6	4	.	1
CC(=O)NCCNc1nc2c(-c3cccc(C(F)(F)F)c3)nnn2c2ccccc12	1	69*	25*	8	-3	-1	1	5	10	8
CC[C@@]1(C(=O)OC)N[C@H](CN(C)C(=O)c2ccc(C)cc2)[C@@H]2C(=O)N(Cc3ccccc3)C(=O)[C@@H]21	-2	4	1.1	10	6	2	-1	1	4	2
C=CCC1[C@H](C)[C@H]2[C@@H]3CC[C@@H](C3)[C@H]2CN1S(=O)(=O)c1ccc(C)cc1 (stereo partly specified)	1	4	-0.8	2	-18	-13	2	-1	7	-3
COc1ccccc1CNC(=O)c1ccc(NS(=O)(=O)c2cccs2)cc1	0	-8	-1.0	8	-6	-14	15	2	-4	5
O=[N+]([O-])c1ccccc1/C=C/C=N/Nc1ccc(S(=O)(=O)Nc2ccc(Cl)cc2)cc1[N+](=O)[O-]	-4	6	-1.3	8	3	14	7	-8	1	-3
COc1ccc2nc(NC(=O)c3cccs3)sc2c1	0	-4	-1.8	0	.	-8	7	-11	11	5
Cc1ccc(Cn2c(Sc3nnc(C)s3)nc3c2c(=O)[nH]c(=O)n3C)cc1	-1	5	-1.5	1	1	11	0	3	-3	3
Cc1c(C(=S)Nc2ccccc2)cnn1-c1ccc([N+](=O)[O-])cc1	-3	-6	1.1	8	-8	-6	0	5	-4	-1
COCC(=O)Nc1cc(Cl)c(OC)cc1OC	2	6	-0.9	-3	3	3	1	4	7	3

An excerpt from above in order of their number in Rev-erbA mod, falling.
mol | Rev-erbA mod
CCS(=O)(=O)c1ccc2oc(Nc3cccc(OC)c3)nc2c1 | 7
C=CCC1[C@H](C)[C@H]2[C@@H]3CC[C@@H](C3)[C@H]2CN1S(=O)(=O)c1ccc(C)cc1 (stereo partly specified) | 4
CCOC(=O)N1CCN(C(=O)C2CCCCC2)CC1 | -1
Cc1ccc(NC(=O)C(c2ccccc2)c2ccccc2)c(O)c1 | -2
CC(=O)c1cccc(CN2CCCC(C(=O)c3ccc4c(c3)OCO4)C2)c1 (stereo unspecified) | -4

(further entries)
SMILES	SMARCA2 act	Rev-erbA mod	PG9 binder	ASAP1 inh	HTRA1 inh	mABHD4 FP	rCAG RNA binder	GC-B act	ARFGAP1 inh	NPR1 activator
CCOC(=O)Nc1ccc2c(c1)N(C(=O)N(C)C)c1ccccc1CC2	-1	0	-1.2	1	-3	1	-4	-1	-10	-3
CCOc1ccccc1NC(=O)NNC(=O)CCn1nc(C)c([N+](=O)[O-])c1C	-6	-9	.	.	.	10	2	6	.	0
CC(OC1=CC(=O)CCC1)C(=O)c1ccccc1 (stereo unspecified)	-3	0	1.0	-7	3	8	-2	2	5	0
O=C(C1=C[C@H](c2ccccc2)C[C@H](OCCCCO)O1)N1CCN(Cc2ccc3c(c2)OCO3)CC1	3	4	-1.2	6	-6	9	-5	2	-2	-2
Cc1oc(C(C)(C)C)cc1C(=O)NCc1ccc2c(c1)OCO2	8.8*	1	-1.4	-2	-11	-8	-8	6	-13	3
CN1C[C@@H]2[C@@H]3C(=O)N(Cc4ccccc4)C(=O)[C@@H]3[C@](C)(C1=O)N2C(=O)c1ccc(Cl)cc1	1	-1	0.6	-3	0	3	-8	0	7	0
COc1ccc(NC(=O)NC2(C)CCS(=O)(=O)C2)cc1 (stereo unspecified)	-2	-1	-0.7	3	0	-10	3	-5	3	3
Cc1ccc(S(=O)(=O)NNC(=O)/C=C/c2cccc(F)c2)cc1	0	-1	-1.9	-4	-10	-10	4	2	3	3
O=C(CSc1nnc(CNC(=O)c2cccs2)o1)NCC1CCCO1 (stereo unspecified)	-1	3	-1.1	-16	2	-10	5	-4	6	0
CC1=C(C(=O)N(C)C)CC(CC(=O)NCCN2CCOCC2)C(=O)N1CCCN1CCCC1=O (stereo unspecified)	0	-5	-0.7	-6	.	6	0	-1	17	4
COc1ccc(-c2noc(N3CCC(C(=O)Nc4ccc(F)cc4)CC3)n2)cc1	-2	1	-0.6	0	-9	3	3	-1	5	-3
CCn1c(SCC(=O)NC2CC2)nnc1-c1ccccn1	-2	0	-0.3	-21	3	-1	1	-2	8	-1
Cc1ccc(N(CC(=O)NCc2ccc3c(c2)OCO3)C(=O)c2csnn2)cc1	-1	-4	-0.3	9	-1	-1	-1	2	-10	3
CCCCn1c(O)c(N=NC(=O)c2ccncc2)c2cc(Br)ccc21	0	2	-3.0	-4	-3	0	4	6	1	10
c1cncc(-c2ccnc3ncnn23)c1	0	-2	-2.2	-7	6	-1	2	7	1	4
COC(=O)C12CCCN1C1C(=O)N(Cc3ccc(C(N)=O)cc3)CC1C2 (stereo unspecified)	-1	1	.	.	.	4	5	0	.	0
O=C(NCC1OCCCN1S(=O)(=O)c1ccc(F)cc1)C(=O)NC1CCCC1 (stereo unspecified)	-3	-7	0.3	0	-5	8	-7	-7	-2	6
CC(=O)c1cn(C(=O)c2ccc(Cl)cc2)c2ccccc12	1	4	0.7	0	8	3	-1	-2	6	-5
Cc1ccc(C2CC(C(F)(F)F)n3nc(C(=O)NCc4c(C)nn(C)c4C)c(Cl)c3N2)cc1 (stereo unspecified)	-3	3	0.7	-13	-7	-1	-6	-6	18	-5
O=C(Nc1ccc2[nH]c(=O)[nH]c2c1)c1cccc([N+](=O)[O-])c1	0	4	-1.2	-3	-1	4	3	0	6	0
COc1ccc(OC)c(S(=O)(=O)CC(O)CS(=O)(=O)c2ccccc2)c1 (stereo unspecified)	1	2	-0.3	1	3	-8	-1	-6	9	3
N=C1C(c2nc3ccccc3[nH]2)=C(O)CN1C1CCCCC1	2	0	-2.7	-2	9	0	2	-9	-6	33
CCN(c1ccc(NC(=O)CN2C(=O)NC3(CCOc4ccccc43)C2=O)cc1)C(C)C (stereo unspecified)	-1	6	-1.3	-6	9	1	-5	0	-2	-5
CCN(C(=O)c1ccc(NC(C)=O)cc1)c1ccccc1C	2	-1	0.8	-9	2	-15	2	1	5	-1
CSC(=NS(=O)(=O)c1ccc(N)cc1)NS(=O)(=O)c1cccs1	-1	-3	-0.1	-11	0	-2	6	5	6	2
The listing continues:
SMILES	SMARCA2 act	Rev-erbA mod	PG9 binder	ASAP1 inh	HTRA1 inh	mABHD4 FP	rCAG RNA binder	GC-B act	ARFGAP1 inh	NPR1 activator
Cc1ccc(NC(=O)Cn2c(=O)c3cccn3c3ccccc32)cc1	4	11	21*	-8	1	-5	3	2	-10	0
COCCSc1ccccc1C(=O)Nc1ccc([N+](=O)[O-])cc1OC	-4	-4	1.4	-8	-5	-5	-6	-1	0	-2
Cc1cc(C(=O)NC(C)c2ccncc2)cs1 (stereo unspecified)	-3	-2	0.2	3	1	4	3	4	9	-2
COc1cc2ccccc2cc1C(=O)Nc1ccc(O)cc1	-1	-6	1.3	-4	-3	12	30	2	-4	3
CCCCCCN(C(=O)CCCCCN1C(=O)NC(c2ccc(C3CCCCC3)cc2)C(C(=O)OCc2ccccc2)=C1C)C(C(=O)NCCCC)c1ccc(OCC(=O)OC)c(C(=O)OC)c1 (stereo unspecified)	0	-5	1.7	-8	.	3	5	3	-3	1
CC(C)NC(=O)c1ccccc1S(=O)(=O)c1ccccc1C#N	-3	2	0.5	10	4	10	0	5	7	2
CCc1cc2cc(C(=O)N3CCN(c4ccccc4)CC3)sc2s1	0	6	20*	-1	0	9	0	-12	4	0
CCCCn1c(-c2ccc(C(C)(C)C)cc2)nc2cc3[nH]c(=O)c(C(C)C)nc3cc21	2	-5	-0.6	12	11	-5	17	-1	2	-4
CCc1nn(C(C)C(=O)NC2CCCCCC2)c(=O)c2cc3occc3n12 (stereo unspecified)	0	-2	-1.2	-2	0	1	-4	-6	5	-13
COc1ccc(-c2ccc(SCC(=O)NCc3ccc4c(c3)OCO4)nn2)cc1OC	1	-2	-1.4	7	3	-6	-3	7	4	0
CC(=O)NC(c1cccc(F)c1)c1nc(-c2cccc(C(=O)O)c2)cs1 (stereo unspecified)	5	-9	-1.6	-11	.	-2	1	-2	14	-1

One compound at a time, as listed above.
Profile of COCCSc1ccccc1C(=O)Nc1ccc([N+](=O)[O-])cc1OC = SMARCA2 act = -4; Rev-erbA mod = -4; PG9 binder = 1.4; ASAP1 inh = -8; HTRA1 inh = -5; mABHD4 FP = -5; rCAG RNA binder = -6; GC-B act = -1; ARFGAP1 inh = 0; NPR1 activator = -2
Profile of COc1cc2ccccc2cc1C(=O)Nc1ccc(O)cc1 = SMARCA2 act = -1; Rev-erbA mod = -6; PG9 binder = 1.3; ASAP1 inh = -4; HTRA1 inh = -3; mABHD4 FP = 12; rCAG RNA binder = 30; GC-B act = 2; ARFGAP1 inh = -4; NPR1 activator = 3
